a7 integrin act: integrin-mediated muscular dystrophy alleviation activation; Potency, µM (highest dose often 38.3 µM), without a hit: at the top dose activation, hits mostly activators; AID 624291; 350,000 compounds, 0.064% hits; alpha7betagal myoblasts, beta-gal FDG fluorescence, 48 h;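 also: potency is read from the fitted curve at half-maximal effect; 100% = response of the positive control SU9516; nearly all actives have a fitted effect of over 60% in size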
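Alpha7betagal+/- myoblasts (passage 13) were plated 16-24 hr, then exposed to compounds (1:260 dilution of DMSO stock) for 48 hours at 37C. After MPER lysis, β-galactosidase reporter activity was read as FDG fluorescence (ex 480/em 540) after 30 minutes.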
TSG101-PTAP inh: blocks PTAP/TSG101 interaction to inhibit HIV-1 budding | Potency, µM (highest dose often 115 µM), without a hit: top-dose activity change, negative = inhibition, actives largely listed as inhibitors | 340,000 tested, under 10 active | Fluorescence polarization, FITC-PTAP peptide / Tsg101 binding; active = well fitted inhibition curve with a large enough effect in the main read-out, with a control signal flat, not every such curve was filed as active; inconclusive = small, poorly fitted or top-dose-only effect, or effect the other way, or a change in a side signal; inactive = no such curve, though single readings can be large or run the other way; also: potency is read from the fitted curve at half-maximal effect; % of control where 0% means no effect
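Fluorescence polarization binding of Tsg101 binding domain (10 uM final) to FITC-labeled PTAP peptide (50 nM final) in HEPES pH 7.5 buffer with NaCl, Tween 20, EDTA, TCEP. Compounds added before peptide; binding 20 min at RT.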
PKM2 act: activators of human pyruvate kinase M2; purified PKM2, Kinase-Glo ATP luminescence, activation; response scale: 0% is enzyme alone, no compound; Potency, µM (highest dose often 57.5 µM), without a hit: at the highest dose activation, hits mostly activators; 260,000 compounds, 0.34% hits; also: potency is read from the fitted curve at half-maximal effect; % is scaled to controls: 0 for no effect and ±100 for the full control effect; nearly all actives have a fitted effect of over 55% in size
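Kinase-Glo luminescence reports ATP generated from ADP (0.1 mM) and PEP (0.5 mM) by purified hPK-M2 after 1 h at room temperature, pH 7.2 imidazole buffer; intermediate enzyme activity allows detecting inhibitors and activators.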
B2AR arrestin: agonists driving beta-arrestin recruitment to human beta2-adrenergic receptor | P07550 | Potency, µM (series often up to 46.1 µM), inactives show at the highest dose activation, most hits filed as activators | 330,000 compounds, 0.02% hits | beta-arrestin recruitment to beta2AR, cell-based reporter | AID 492947;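 also: potency is read from the fitted curve at half-maximal effect; 0% = DMSO controls and full agonism = EC100 isoproterenol or metaproterenol; nearly all actives have a fitted effect of over 65% in size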
GALK inh: galactokinase (human) inhibition; P51570; Purified GALK, Kinase-Glo residual ATP luminescence; Potency, µM (highest dose often 57.5 µM), without a hit: top-dose activity change, negative = inhibition, usual class: inhibitors; 270,000 compounds, 0.007% hits; AID 1868; also: potency is read from the fitted curve at half-maximal effect; % is scaled to controls: 0 for no effect and ±100 for the full control effect
Target sequence (P51570 whole entry, looked up): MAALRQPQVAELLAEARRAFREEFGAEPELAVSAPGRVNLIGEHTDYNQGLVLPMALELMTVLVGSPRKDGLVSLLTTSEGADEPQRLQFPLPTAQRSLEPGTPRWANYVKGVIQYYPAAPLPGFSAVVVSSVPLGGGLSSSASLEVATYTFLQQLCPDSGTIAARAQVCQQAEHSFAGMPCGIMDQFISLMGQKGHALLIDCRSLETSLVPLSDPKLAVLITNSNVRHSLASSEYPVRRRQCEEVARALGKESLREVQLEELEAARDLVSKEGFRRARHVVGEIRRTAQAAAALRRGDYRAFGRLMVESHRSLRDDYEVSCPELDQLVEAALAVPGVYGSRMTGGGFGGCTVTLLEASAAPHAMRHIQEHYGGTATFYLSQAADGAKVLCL
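Luminescence from leftover ATP (Ultra-Glo luciferase/luciferin) served as read-out after a 1 h room-temperature reaction of 5 nM GALK with 35 uM ATP and 100 uM galactose.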
Giardia killer: Giardia lamblia killing; Giardia lamblia trophozoite viability; activity change, % at 7.66 µM, hits read low; 340,000 compounds, 0.15% hits; in the data active = activity change below about -80%; inconclusive = between about -30% and that limit;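 also: parasites exposed to compound for two days anaerobically before the ATP read; % is scaled to controls: 0 for no effect and ±100 for the full control effect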
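Giardia lamblia trophozoites (100 cells/well) were incubated with compounds for 48 h at 37 deg C under anaerobic conditions. Viability was read as ATP content by one-step luminescence after 15-30 min at room temperature.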
Menin MLL FP TR: inhibitors of human menin-MLL interaction, mutant MLL peptide; O00255; Menin + Texas Red MLL mutant peptide, fluorescence polarization; Potency, µM (highest dose often 61.6 µM), inactives show at the top dose FP activity change, negative = inhibition, most hits filed as inhibitors; 270,000 compounds, 0.23% hits; active = well fitted inhibition curve with a large enough effect in the polarisation, with a control signal flat, not every such curve was filed as active; inconclusive = small, poorly fitted or top-dose-only effect, or effect the other way, or a change in a side signal; inactive = no such curve, though single readings can be large or run the other way; the % refers to the polarisation; also: potency is read from the fitted curve at half-maximal effect; % of control where 0% means no effect; many of its hits are not listed in these tables
Tb PFK block: inhibitors of T. brucei phosphofructokinase. Potency, µM (highest dose often 57.5 µM), without a hit: at the top dose activity, negative = inhibition, hits mostly inhibitors. T. brucei PFK, ADP-Glo luminescence. 330,000 compounds, 0.17% hits;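 also: potency is read from the fitted curve at half-maximal effect; 0% = uninhibited 1x PFK enzyme wells and -100% = no-enzyme wells; nearly all actives have a fitted effect of over 60% in size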
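1.25 nM PFK with 0.5 mM F6P and 0.1 mM ATP in 0.1 M TEA pH 8.0, 5 mM MgCl2, incubated 45 min at room temperature; ADP measured by ADP-Glo luminescence; compounds titrated up to 57 uM.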
ASM inhibitor: blocks human secretory acid sphingomyelinase. P17405. placental ASM, HMU-PC fluorogenic substrate, 60 min. Potency, µM (titrated, usually from 57.5 µM), without a hit: at the top dose activity change, negative = inhibition, hits mostly inhibitors. 340,000 compounds, 0.006% hits; also: potency is read from the fitted curve at half-maximal effect
Target sequence (P17405 47-631 limits assumed): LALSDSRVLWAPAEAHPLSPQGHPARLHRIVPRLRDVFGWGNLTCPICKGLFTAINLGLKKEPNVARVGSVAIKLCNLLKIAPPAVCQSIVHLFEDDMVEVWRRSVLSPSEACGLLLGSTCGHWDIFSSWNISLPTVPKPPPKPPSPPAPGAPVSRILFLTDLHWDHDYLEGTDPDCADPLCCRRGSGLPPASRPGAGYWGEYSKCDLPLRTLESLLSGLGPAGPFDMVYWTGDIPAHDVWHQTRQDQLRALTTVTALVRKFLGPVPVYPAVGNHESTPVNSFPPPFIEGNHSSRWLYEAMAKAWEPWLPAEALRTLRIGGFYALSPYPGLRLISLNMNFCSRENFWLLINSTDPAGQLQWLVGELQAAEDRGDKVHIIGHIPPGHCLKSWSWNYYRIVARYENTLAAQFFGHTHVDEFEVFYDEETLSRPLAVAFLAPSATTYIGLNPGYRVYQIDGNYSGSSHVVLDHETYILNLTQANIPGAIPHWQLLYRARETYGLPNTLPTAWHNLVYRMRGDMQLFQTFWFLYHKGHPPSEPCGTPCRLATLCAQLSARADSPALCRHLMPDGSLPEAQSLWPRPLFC
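Human placenta-derived ASM preincubated with compound 10 min at room temperature, then reacted with 9 uM (final) fluorogenic HMU-PC substrate for 60 min at 37 C. Stop solution raises pH to 10; fluorescence read at Ex 386/Em 447 nm.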
Coupling enz: counter-screen for Giardia aldolase inhibitors: coupling enzyme system. coupling enzyme system counterscreen, AmpLite Red fluorescence. activity change, negative = inhibition, % at 58.2 µM, hits read low. 290,000 compounds, 0.67% hits; in the data active = activity change below about -30%; also: % is scaled to controls: 0 for no effect and ±100 for the full control effect
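Counterscreen lacking aldolase: glyceraldehyde-3-phosphate coupling-enzyme reagent preincubated 10 min at RT with compound (at 57.5 uM final), then substrate/coupling system with AmpLite Red added; fluorescence read at 525/598 nm after 20 min RT.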
Chronic BCR inh: inhibitors of chronic active B-cell receptor signaling; Potency, µM (top dose mostly 46.1 µM), inactives show top-dose ratio change, negative = lower green/red ratio, actives largely listed as inhibitors; ABC-DLBCL IkBa-CBG/CBR reporter, luminescence ratio, 4 h; 340,000 compounds, 0.05% hits; active = well fitted inhibition curve with a large enough effect in the signal ratio, with a control signal flat, not every such curve was filed as active; inconclusive = small, poorly fitted or top-dose-only effect, or effect the other way, or a change in a side signal; the % refers to the signal ratio;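 also: potency is read from the fitted curve at half-maximal effect; plate controls were basal doxycycline-induced cells for no effect and cells given 10 µM MG132 for full effect; MG132 reads +100%, hits lower the ratio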
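Compounds up to 46 uM were incubated four hours with TMD8 cells whose green CBG68 luciferase is fused to IkappaBalpha; red CBR luminescence normalised the signal, and concentration-effect curves were fitted to fusion, red and ratio data.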
Active calls of the source: *; ? = inconclusive; nt = no result given; [ ] = dose if it differs, or a comment. Unless noted, calls follow the shape of the dose curve; as a rule, active = well fitted curve in the direction sought with a large enough effect; inconclusive = small, poorly fitted or top-dose-only effect, or another doubt; inactive = no such curve, though single readings can be large; an effect the other way counts as inactive or inconclusive. Only part of the results is shown, so the mix of outcomes need not match the whole.

SMILES | a7 integrin act | TSG101-PTAP inh | PKM2 act | B2AR arrestin | GALK inh | Giardia killer | Menin MLL FP TR | Tb PFK block | ASM inhibitor | Coupling enz | Chronic BCR inh
COCCn1c(C)cc(C(=O)COC(=O)CNC(=O)c2ccco2)c1C | -14% | -8% | nt | 0.3% | nt | 17 | nt | -2% | 4% | nt | ?
CCOC(=O)N1CCN(Cc2nc3cc(NC(=O)C(C)C)ccc3n2CC)CC1 | 5% | -3% | nt | 0.5% | nt | -1 | 1% | -3% | 2% | 4 | ?
Cn1c(NC(=O)C[n+]2cc(-c3ccc(Cl)cc3)n3c2CCC3)cc(=O)n(C)c1=O | 20% | -10% | 4% | -0.8% | 3% | 13 | 24% | 0% | -1% | 0 | ?
CCOC(=O)c1cccc(N2C(N)=NC(N)=NC2(C)C)c1 | 10% | -4% | -2% | -0.1% | -1% | 14 | 15% | 1% | 0% | 0 | 2%
COc1cc(NC(=O)CCCNC(=O)c2ccc(Cl)cc2)cc(OC)c1OC | 3% | -4% | nt | 0.0% | -3% | -1 | -4% | 0% | -8% | -2 | -12%
O=C1NC(=S)N/C1=C/c1cccc([N+](=O)[O-])c1 | -29% | -4% | -27% | -0.1% | -3% | -9 | -4% | -2% | -2% | -1 | -1%
Cc1cc(NC(=O)CCC(=O)N(c2ccccc2C)C(C(=O)NC2CCCC2)c2ccccc2)no1 (stereo unspecified) | 6% | -6% | 6% | 0.3% | -2% | 12 | -12% | 3% | -13% | 0 | -7%
O=C(Nc1cccc(-c2ccc(N3CCCCC3)nn2)c1)C(F)(F)F | -7% | -1% | nt | -0.3% | 1% | ? | 1% | 0% | 4% | 1 | ?
COc1ccccc1N1C(=NC(=O)C(C)Oc2ccccc2)SC2CS(=O)(=O)CC21 (stereo unspecified) | 25% | -1% | 0% | -0.3% | 8% | -23 | 16% | 0% | 4% | 3 | -3%
COCC(=O)Nc1ccccc1C(=O)NC(C)C | 1% | -9% | 2% | 2.6% | 0% | 0 | -24% | -11% | 3% | 4 | 0%
COc1ccc(-c2nnc(OC)c3ccccc23)cc1 | ? | -5% | -6% | -0.7% | 5% | 3 | -13% | -4% | 0% | 4 | -3%
COc1ccc(OCCC(=O)OCC(=O)Nc2cccc(S(=O)(=O)N3CCCCC3)c2)cc1 | -35% | -1% | nt | -0.1% | nt | 12 | nt | -1% | -2% | nt | ?
COC(=O)C1=C(N)Oc2cc(C)oc(=O)c2C1c1cccnc1 (stereo unspecified) | 17% | -3% | -3% | -0.8% | 0% | 3 | 3% | -4% | 4% | 0 | 0%
S=C(NCc1cccs1)Nc1ccccc1Cl | -27% | 1% | 4% | -2.2% | 1% | -9 | -4% | 0% | 1% | -12 | 9%
COc1ccc(/C=C/C(=O)NC(=S)Nc2ccc(S(=O)(=O)N=C(N)N)cc2)cc1OC | 4% | -3% | nt | -0.1% | nt | -4 | ? | 4% | 12% | 0 | 0%
CNc1oc(Cc2ccccc2)nc1S(=O)(=O)c1ccccc1 | -54%[inhibitor] | -4% | -9% | 0.0% | 0% | -5 | 17% | -3% | 5% | 12 | 1%
O=[N+]([O-])c1ccc(Cl)c(S(=O)(=O)Nc2cccc(S(=O)(=O)NC3=NCCC3)c2)c1 | 12% | -4% | nt | 3.8% | nt | 2 | nt | 0% | 1% | nt | -13%
Cn1nc(C(F)(F)F)c(-c2cccc(C(F)(F)F)c2)c1NC(=O)Nc1ccc(F)cc1 | -7% | 0% | -1% | -0.2% | -4% | 0 | nt | 0% | -2% | 3 | ?
C=CCOc1c(Br)cc(/C=N/NC(=O)Cc2ccc(C(F)(F)F)cc2[N+](=O)[O-])cc1OC | -6% | 1% | -14% | 0.0% | 1% | -10 | 23% | 4% | 0% | 3 | -11%
COc1ccc(N2CCN(C(=O)CN(C)S(=O)(=O)c3cnc[nH]3)CC2)cc1 | -13% | 3% | -2% | -0.6% | nt | -7 | 2% | 0% | 2% | 1 | 3%
COc1ccc(C(=O)/C=C/c2ccc(OC3CSC3)cc2)cc1 | -11% | -2% | 4% | -0.5% | 0% | 2 | 15% | 4% | 30% | 1 | ?
COc1ccc(S(=O)(=O)N2CCOCC2)cc1NC(=O)CSc1nnnn1C1CC1 | 16% | -4% | nt | -0.1% | nt | 2 | nt | 0% | 4% | nt | -9%
COc1ccc(CCn2c(=N)c(S(=O)(=O)c3ccc(Cl)cc3)cc3c(=O)n4ccccc4nc32)cc1 | 0% | ? | nt | 0.2% | 4% | 17 | nt | -2% | 0% | nt | -3%
CNS(=O)(=O)c1cn(CC(=O)NCc2ccc(OC)cc2)cc1S(=O)(=O)NC | 10% | -7% | nt | 0.4% | nt | -3 | 8% | -3% | 2% | -1 | 6%
Nc1nc2n(n1)C(c1ccco1)CC(c1ccc(Cl)cc1Cl)N2 (stereo unspecified) | 20% | 1% | 7% | -0.1% | nt | -1 | -1% | 5% | 4% | 2 | 2%

Remaining list, next part.
SMILES | a7 integrin act | TSG101-PTAP inh | PKM2 act | B2AR arrestin | GALK inh | Giardia killer | Menin MLL FP TR | Tb PFK block | ASM inhibitor | Coupling enz | Chronic BCR inh
CN(CC(=O)Nc1ccccc1C(=O)NC1CC1)Cc1ccc(Cl)cc1 | -15% | -4% | nt | 0.4% | nt | 2 | nt | -5% | -3% | nt | 5%
Cc1nc(=O)c(-c2ccccc2)c(C)n1-c1ccccc1O | 15% | -1% | 6% | 0.4% | 0% | -2 | 3% | -4% | 3% | 1 | -2%
Cc1cccc(-c2cc3nc(C)cc(C)n3n2)c1 | 16% | -3% | -2% | 1.9% | -1% | -13 | -1% | -7% | 8% | -4 | ?
Cc1ccc(-n2c(=O)[nH]cc(C(=O)N3CCc4ccccc43)c2=O)cc1 | -12% | -8% | -1% | 0.2% | -2% | -14 | -1% | 0% | 3% | -3 | 1%
COc1ccccc1OCCNC1CCCC1 | 19% | -1% | -10% | 0.2% | 0% | 6 | 1% | -1% | -6% | 3 | ?
CN1/C(=C\C(=O)CSc2ncn[nH]2)C(C)(C)c2ccccc21 | -28% | -3% | -1% | 0.1% | nt | 4 | 10% | -2% | 39% | 3 | -10%
CCCCCC(O)CCc1n[nH]c(=S)n1-c1ccccc1 (stereo unspecified) | -1% | -4% | -6% | 0.3% | nt | 22 | -1% | -7% | 0% | -2 | 3%
CC(C)(C)C1CCc2c(sc(NC(=O)c3cccs3)c2C(=O)N2CCCCC2)C1 (stereo unspecified) | -3% | 0% | -2% | -0.4% | 6% | -18 | -5% | -2% | -1% | 2 | 9%
N=C1S/C(=C\c2cccc3ccccc23)C(=O)N1c1ccc(F)cc1 | 21% | 0% | 8% | 2.1% | 0% | -10 | -38% | 2% | -14% | 3 | ?
N#C/C(=C\c1ccc(OC(=O)c2cccs2)cc1)c1nc2ccccc2[nH]1 | 3% | -1% | -1% | -1.4% | 1% | 13 | ? | -11% | 180%[activator] | 3 | 2%
COc1ccc(C(=O)Nc2cc(Cl)ccc2N2CCOCC2)cc1S(=O)(=O)N1CCOCC1 | -9% | -1% | nt | -0.5% | nt | 13 | nt | -1% | -3% | nt | ?
CCCCCC(=O)Nc1cccc(C2=NOC3(C2)C[C@@H](C(N)=O)N(C(=O)C2(C)CC2)C3)c1 (stereo partly specified) | 0% | 5% | -6% | -0.9% | 4% | -8 | nt | -2% | 3% | 1 | -14%
CSc1ccc(NC(=O)Nc2ccccc2C(N)=O)cc1 | -2% | 0% | -17% | -1.0% | 11% | -16 | 43%[activator] | 0% | 7% | -1 | ?
COc1ccccc1C=NC(CO)C(O)c1ccc([N+](=O)[O-])cc1 (stereo unspecified) | -16% | -1% | 3% | -0.8% | 0% | -13 | ? | -1% | 0% | 2 | 0%
COC(=O)c1cccc(NC(=S)NCc2ccc(Cl)cc2)c1 | -15% | -2% | 6% | 0.4% | 0% | -10 | ? | -6% | -11% | 0 | ?
COC(=O)[C@@]12CCCN1[C@H](c1ccc(-c3cccc(Cl)c3)cc1)[C@H]1C(=O)N(C)C(=O)[C@H]12 | -16% | 0% | nt | -0.5% | nt | -1 | nt | -1% | -1% | nt | -13%
CCCS(=O)(=O)N1CCN(S(=O)(=O)c2ccc(F)cc2)CC1 | 0% | -7% | 8% | -1.1% | -5% | 14 | 10% | -1% | 0% | -1 | -3%
COc1ccc(N(CCC(=O)O)S(=O)(=O)c2ccc(C)c(C)c2)cc1 | -15% | -4% | -5% | -0.5% | 2% | -15 | nt | -4% | 7% | 26 | ?
c1ccc(CSc2nnc(-c3cccnc3)o2)cc1 | 10% | 0% | 18% | -1.1% | -2% | 12 | -8% | 1% | 3% | 0 | 2%
CC(C)Cn1c(SCC(=O)Nc2ccc(Cl)cc2F)nc(O)cc1=O | 18% | -3% | nt | -0.7% | nt | 1 | nt | 0% | -4% | nt | 4%
CCCCCCc1nc2ccccc2c(=O)n1N | -3% | -1% | 0% | -0.3% | -3% | -4 | 6% | -4% | -4% | 1 | ?
C=C(C)c1cccc(C(C)(C)NC(=O)Nc2ccc3[nH]c(=O)[nH]c3c2)c1 | 2% | 2% | 0% | 0.8% | 3% | 1 | 21% | 0% | -6% | -2 | 2%

High-throughput results (PubChem)
